Source: PubChem (several laboratories)
SRC2 TRFRET art = TR-FRET signal artefacts, primary screen, artefact control for PPARgamma SRC-2 agonist project, biochemical; AID 1049, 2008; 0.4% of 200,000 active; TR-FRET artefact counter-screen; active compounds read high; TR-FRET ratio at 8 µM; in the data active = TR-FRET ratio above about 2000; note: inactives centre near 1500
HMGR II inh = inhibitors of E. faecalis class II HMGR, primary screen, biochemical, Enterococcus faecalis; HMG-CoA reductase (Enterococcus faecalis, mvaE); purified E. faecalis HMGR, NADPH absorbance 340 nm kinetic; inhibition, % at 10 µM; 0.41% of 190,000 active;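 active = inhibition above a set limit, the median over all tested compounds plus 3 SD, cut at about 9.5% in these data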;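 note: enzyme runs in reverse so mevalonate oxidation gives rising NADPH absorbance; 0% = complete reaction with DMSO and 100% = background rate lacking mevalonate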
TNAP act hiacc = TNAP activators at high phosphate acceptor level, primary screen, biochemical, luminescence, uHTS; 200,000 tested, under 10 active; AID 1136, 2008; purified TNAP, CDP-star luminescence, 1 M DEA, 30 min; active compounds read high; 0 = EDTA background, 1 = DMSO-only activity; Alkaline phosphatase, tissue-nonspecific isozyme (Homo sapiens), P05186; activation factor at 20 µM;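 active = activation factor at least 2 at 20 µM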
Target sequence (P05186 whole entry, looked up): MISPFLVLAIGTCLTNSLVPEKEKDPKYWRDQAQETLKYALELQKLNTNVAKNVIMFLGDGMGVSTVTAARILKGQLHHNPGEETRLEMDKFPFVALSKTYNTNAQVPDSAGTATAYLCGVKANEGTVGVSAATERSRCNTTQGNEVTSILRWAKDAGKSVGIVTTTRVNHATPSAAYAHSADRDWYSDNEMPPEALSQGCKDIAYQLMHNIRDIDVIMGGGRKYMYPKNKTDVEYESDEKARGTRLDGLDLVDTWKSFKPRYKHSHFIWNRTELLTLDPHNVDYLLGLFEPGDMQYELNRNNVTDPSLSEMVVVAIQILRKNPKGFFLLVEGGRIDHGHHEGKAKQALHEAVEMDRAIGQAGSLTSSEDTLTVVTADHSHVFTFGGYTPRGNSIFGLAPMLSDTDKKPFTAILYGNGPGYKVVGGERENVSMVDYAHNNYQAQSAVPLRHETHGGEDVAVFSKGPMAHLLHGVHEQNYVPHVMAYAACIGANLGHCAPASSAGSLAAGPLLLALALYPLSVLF
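Measured by: Luminescent substrate turnover signal | Test system: Human TNAP | Input: TNAP 1/800 final | Dosing: 20 µM single point | Schedule: 30 min, room temperature | Controls: EDTA wells as negative control, DMSO wells as positive control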
PPARg SRC-1 ag = PPARgamma agonists recruiting SRC-1 coactivator, primary screen, biochemical | 0.41% of 200,000 active | Peroxisome proliferator-activated receptor gamma (Homo sapiens), P37231 | PPARgamma-SRC-1 coactivator recruitment biochemical assay | activation, % at 8 µM | AID 631, 2007; in the data active = activation above about 19%;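 note: 0% = DMSO and 100% = reference agonist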
Target sequence (P37231 whole entry, looked up): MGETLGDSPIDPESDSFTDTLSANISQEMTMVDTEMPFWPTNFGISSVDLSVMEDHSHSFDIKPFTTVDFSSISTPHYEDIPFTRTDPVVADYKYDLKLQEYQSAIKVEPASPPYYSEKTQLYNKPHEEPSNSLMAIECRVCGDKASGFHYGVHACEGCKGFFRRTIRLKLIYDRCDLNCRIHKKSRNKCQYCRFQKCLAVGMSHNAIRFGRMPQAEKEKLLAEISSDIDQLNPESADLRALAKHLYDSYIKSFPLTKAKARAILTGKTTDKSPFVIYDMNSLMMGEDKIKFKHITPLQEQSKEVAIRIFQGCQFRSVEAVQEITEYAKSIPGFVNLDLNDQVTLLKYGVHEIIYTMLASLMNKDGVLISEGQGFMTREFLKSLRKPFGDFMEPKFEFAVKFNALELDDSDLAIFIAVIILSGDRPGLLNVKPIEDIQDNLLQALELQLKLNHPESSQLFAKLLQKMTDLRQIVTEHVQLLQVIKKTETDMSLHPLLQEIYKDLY
bIAP inh = bovine intestinal alkaline phosphatase inhibitors, primary screen, selectivity assay for TNAP inhibitor project, biochemical, bovine IAP, CDP-star luminescence; purified bovine IAP, 30 min; alkaline phosphatase, intestinal [Bos taurus]; inhibition, % at 20 µM; 190,000 tested, under 10 active; AID 1019, 2008;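 active = over 50% inhibition of intestinal alkaline phosphatase at 20 µM in the single-dose screen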
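System: Purified bovine intestinal alkaline phosphatase (IAP) enzyme | Input: IAP diluted 1/65,000,000 in the well | Also added: CDP-star chemiluminescent phosphatase substrate, 30 µM final | Dosing: 20 µM single dose | Times: Enzyme reaction for 30 min at room temperature | Detection: Luminescence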
PPARg SRC2 recr = agonists of PPARg-SRC-2 recruitment, primary screen, biochemical, HTS | Peroxisome proliferator-activated receptor gamma (Homo sapiens), P37231 | PPARgamma LBD-SRC-2 recruitment | activation, % at 8 µM | 0.34% of 200,000 active; in the data active = activation above about 22%;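 note: 0% = vehicle and 100% = reference agonist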
bIAP act = bovine intestinal alkaline phosphatase activators, primary screen, biochemical, bovine IAP, CDP-star luminescence; purified bovine IAP, 30 min; active compounds read high; fold of DMSO-control signal, blank-subtracted; 0.17% of 200,000 active; activation factor at 20 µM; alkaline phosphatase, intestinal [Bos taurus]; AID 1016, 2008;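 active = activation factor of 2 or more at 20 µM, a signal rise over negative controls twice the positive control's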
TNAP inh noacc = human TNAP enzyme inhibitors, primary screen, biochemical, luminescent, no phosphate acceptor, uHTS; Alkaline phosphatase, tissue-nonspecific isozyme (Homo sapiens), P05186; purified TNAP, CDP-star luminescence, 30 min; inhibition, % at 20 µM; 0.26% of 200,000 active; AID 1012, 2008;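 active = tissue-nonspecific alkaline phosphatase inhibition above about 50% at 20 µM in the single-dose screen, limit read from the data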;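 note: 0% = DMSO negative control and 100% = EDTA positive control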
TNAP inh hi DEA = human TNAP enzyme inhibitors, primary screen, biochemical, luminescent, high phosphate acceptor level, uHTS | 0.03% of 200,000 active | purified TNAP, CDP-star luminescence, 1 M DEA | inhibition, % at 20 µM | AID 1135, 2008;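 active = over 50% inhibition of tissue-nonspecific alkaline phosphatase at 20 µM in the single-dose screen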;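 note: plate controls were DMSO wells for no effect and EDTA-quenched wells as full inhibition for full effect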
PPARg SRC-3 ag = PPARgamma agonists recruiting SRC-3 coactivator, primary screen, biochemical; Peroxisome proliferator-activated receptor gamma (Homo sapiens), P37231; biochemical PPARgamma/SRC-3 coactivator recruitment assay; activation, % at 8 µM; 0.26% of 200,000 active; AID 731, 2007; in the data active = activation above about 23%;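 note: 0% = DMSO and 100% = reference agonist; some compounds past the cut are filed as inactive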
The depositor's hits bear a star. This is a subset. The share of hits here may be higher or lower than overall.

Molecule	SRC2 TRFRET art	HMGR II inh	TNAP act hiacc	PPARg SRC-1 ag	bIAP inh	PPARg SRC2 recr	bIAP act	TNAP inh noacc	TNAP inh hi DEA	PPARg SRC-3 ag
COc1cc(C(=S)N2CCOCC2)cc(OC)c1OC(=O)Cc1ccccc1	1484	3.7	1	1.9	-6.9	-7.6	1.1	-8.4	0.2	-3.6
O=c1[nH]c(=O)n(CCc2ccc(F)cc2)c(O)c1C=NCCCn1ccnc1	1598	-5.2	1	1.9	-5.4	7.4	1.1	-4.6	-2.9	0.7
CCOC(=O)C1(CCc2ccccc2)CCN(Cc2ccco2)CC1	1490	-0.3	1.1	5.8	-5.5	3.0	1.1	-9.4	-7.9	3.9
CC1CN(c2cc([N+](=O)[O-])ccc2Cl)CC(C)N1 (stereo unspecified)	1621	-5.4	1	10.1	3.8	2.9	1	11.4	1.6	9.2
C=C1C[C@]2(O)[C@@]3(C)CCC(=O)C(C)(C)C3=C(O)C(=O)[C@@]2(C)[C@@H]2C(=O)O[C@@](C)(C(=O)OC)C(=O)[C@@]12C	1717	-1.2	1.1	7.5	0.0	5.9	1	-4.7	-5.4	0.5
CCCCn1c(O)c(C(C)=NCC2CCCO2)c(=O)[nH]c1=O (stereo unspecified)	1430	-4.0	1	-0.1	7.6	-6.2	0.9	-2.1	-4.3	-7.9
Cc1[nH]c2ccccc2c1C(=O)CN1CC=C(c2ccccc2)CC1	1397	-3.6	1	-1.9	-1.9	-4.6	1	-4.4	-0.3	-0.6
Cn1c(O)c(C=NC2C(=O)C3(C)CCC2C3(C)C)c(=O)n(C)c1=O (stereo unspecified)	1640	0.0	1	10.6	-9.1	4.7	1.1	-4.2	-4.8	13.3
COc1ccc(N2C(=O)NC(=O)/C(=C\c3ccccc3[N+](=O)[O-])C2=O)cc1	1860	3.3	1.1	4.4	-0.8	1.7	1	-6.1	-7.2	4.6
O=C1NC(=O)C(CCc2ccncc2)(CCc2ccncc2)C(=O)N1CCc1ccccc1	1627	-1.6	1.1	7.8	-36.7	7.5	1.4	-7.6	-7.6	6.6
FC(F)(F)c1ccc2c(c1)nnn2C1CCN(Cc2nnnn2Cc2ccccc2)CC1	1803	-2.9	1.1	2.3	8.6	7.2	0.9	-10.1	-5.9	2.1
Cc1ccc(C(=O)C2CN3CCC2CC3)cc1 (stereo unspecified)	1351	-0.3	1	-3.4	7.4	-0.4	0.9	-3.6	-0.3	-1.2

Four entries from above, with values under each structure.
Value order: SRC2 TRFRET art | HMGR II inh | TNAP act hiacc | PPARg SRC-1 ag | bIAP inh | PPARg SRC2 recr | bIAP act | TNAP inh noacc | TNAP inh hi DEA | PPARg SRC-3 ag
> COc1cc(C(=S)N2CCOCC2)cc(OC)c1OC(=O)Cc1ccccc1
 : 1484 | 3.7 | 1 | 1.9 | -6.9 | -7.6 | 1.1 | -8.4 | 0.2 | -3.6
> Cc1[nH]c2ccccc2c1C(=O)CN1CC=C(c2ccccc2)CC1
 : 1397 | -3.6 | 1 | -1.9 | -1.9 | -4.6 | 1 | -4.4 | -0.3 | -0.6
> O=c1[nH]c(=O)n(CCc2ccc(F)cc2)c(O)c1C=NCCCn1ccnc1
 : 1598 | -5.2 | 1 | 1.9 | -5.4 | 7.4 | 1.1 | -4.6 | -2.9 | 0.7
> Cc1ccc(C(=O)C2CN3CCC2CC3)cc1 (stereo unspecified)
 : 1351 | -0.3 | 1 | -3.4 | 7.4 | -0.4 | 0.9 | -3.6 | -0.3 | -1.2

Next part.
Molecule	SRC2 TRFRET art	HMGR II inh	TNAP act hiacc	PPARg SRC-1 ag	bIAP inh	PPARg SRC2 recr	bIAP act	TNAP inh noacc	TNAP inh hi DEA	PPARg SRC-3 ag
O=C(c1ccc(CNS(=O)(=O)c2ccc(Br)cc2)cc1)N1CCC2(CC1)OCCO2	1640	0.5	1	11.0	3.7	2.7	1	-10.3	-3.1	1.1
CCn1cc(/C=c2/sc3n(c2=O)C2c4ccccc4OC(C)(N=3)C2C(=O)OC)c(C)n1 (stereo unspecified)	1480	-3.7	1	-8.2	-1.1	-10.3	1	-5.7	-4.7	0.5
CC(=O)c1c(C)n(CC2CCCO2)c2ccc(O)cc12 (stereo unspecified)	1460	2.0	1	2.9	4.3	3.8	1	-11.5	-4.5	2.5
O=C(COc1ccc2ccccc2c1)N1CCN(C2CCN(Cc3ccccc3)CC2)CC1	1666	-3.0	1	0.3	-11.5	6.0	1.1	-1.0	-4.4	3.4
O=C(c1cccc(Cl)c1)C1CCCN(Cc2ccon2)C1 (stereo unspecified)	1714	-0.9	1	-0.8	9.8	4.2	0.9	-5.7	1.0	3.4
COc1ccccc1-n1c(O)c(C=NC2CC2)c(=O)[nH]c1=O	1447	-0.8	1	-8.8	15.3	0.1	0.8	-22.2	-4.0	-9.0
CC(=O)OC(C)(C)/C=C/C(=O)[C@](C)(O)[C@H]1[C@H](O)C[C@@]2(C)[C@@H]3CC=C4[C@H](C[C@H](O)C(=O)C4(C)C)[C@]3(C)C(=O)C[C@]12C	1440	-5.9	1	2.6	-9.8	-8.9	1.1	-2.2	-3.2	-0.1
CN(C)CCNC(=O)c1cccn(Cc2cccc(C(F)(F)F)c2)c1=O	1600	-1.5	1	-6.0	-2.0	-5.1	1	-11.0	-2.0	0.3
CCOC(=O)N(C)c1ccc(C(O)(C(=O)OC)C(F)(F)F)cc1 (stereo unspecified)	1420	9.1	1	-2.8	-106.2	-1.4	2.1*	-3.5	0.7	-15.7
CC(=O)C1C2c3ccccc3OC1(C)N=c1s/c(=C/c3cn(C)nc3C)c(=O)n12 (stereo unspecified)	1517	-5.2	1.1	5.9	-6.8	4.4	1.1	-12.5	-7.3	7.7
COc1cccc(-n2c(O)c(C=NCCN3CCOCC3)c(=O)[nH]c2=O)c1	1368	7.3	1	2.1	3.3	-5.7	1	-14.4	-3.8	-4.9
CCCCC1(CCCC)C(=O)NC(=Nc2cccc(C)c2)NC1=O	1436	-1.7	1	5.0	11.1	-16.9	0.9	5.0	-2.3	11.0
C=CCn1c(O)c(/C=N/N2CCCCC2c2cccnc2)c(=O)[nH]c1=S (stereo unspecified)	1803	0.0	1	3.0	5.8	6.4	0.9	-23.6	-3.6	4.6
C=CC(C)C(C(=O)c1ccccc1)N(C)C (stereo unspecified)	1515	-5.3	1	4.2	-11.3	3.4	1.1	-5.0	1.4	3.1
O=C(Nc1ccc(Cl)cc1C(=O)c1ccccc1)c1ccc(Br)o1	1618	5.2	1	5.1	9.0	8.2	0.9	3.7	-2.1	5.6
CCOC(=O)C1CCN(C=C2C(=O)N(C)C(=S)N(C)C2=O)CC1	1537	5.0	1.1	-0.4	-1.6	-1.5	1	-14.2	-6.7	0.1
c1cncc(CNC2=NCCCCC2)c1	1554	-5.2	1.1	-0.7	-0.4	9.4	1	-12.8	-6.0	8.4
CSc1nnc(C2CCNCC2)n1C	1563	-4.3	1	2.6	8.2	-1.0	0.9	-10.8	-4.7	12.2
O=C(Cc1ccc(Cl)c(Cl)c1)NCC1(N2CCOCC2)CCCCC1	1524	-6.3	1	3.5	-14.6	-2.6	1.1	-6.7	4.1	4.7
COc1ccc(/C=C2/C(=O)N(Cc3ccco3)C(=O)N(C(C)C)C2=O)cc1	1458	3.8	1	-3.2	25.6	4.5	0.7	-1.8	1.0	-0.9
Cc1ccnc(-n2c(C)nc3ccccc3c2=O)c1	1498	1.8	1	7.1	10.4	2.4	0.9	-7.1	-3.2	4.8
CCCCCCN=Cc1c(O)n(C)c(=O)n(C)c1=O	1766	1.5	1	-1.0	-2.3	-4.7	1	-9.9	-0.5	3.0
Cc1ccc2c(c1)CNc1ccccc1O2	1417	-2.5	1	1.0	27.7	5.9	0.7	-5.7	-1.6	-6.6
Cc1ccccc1-n1c(-c2ccoc2)nc2ccccc2c1=O	1488	0.9	1	5.3	-13.9	7.7	1.1	-1.7	2.8	4.5
CCc1ccc(-n2c(O)c(/C=N/N3CCCCC3c3cccnc3)c(=O)[nH]c2=O)cc1 (stereo unspecified)	1343	-2.8	1	0.2	12.5	3.2	0.9	-12.5	-4.8	-3.8
C[C@]12CC[C@@H]3c4ccc(O)c(O)c4CC[C@H]3[C@@H]1CC[C@@H]2O	1522	4.4	1	-7.0	-0.1	7.2	1	11.8	-0.4	-2.2
Cc1ccsc1C(=O)C1CCCN(Cc2ccc(-n3cccn3)cc2)C1 (stereo unspecified)	1369	-4.3	1.1	-4.2	6.5	0.9	0.9	-12.7	-8.6	4.9
CCN(CC)c1ccc(/C=C2/C(=O)NC(=O)N(CC3CCCO3)C2=O)cc1 (stereo unspecified)	1586	-5.2	1	-0.6	0.6	-2.5	1	4.9	2.3	8.4
Cc1sc2nc(COC(=O)Cc3ccccc3)[nH]c(=O)c2c1C	1526	5.3	1	-4.5	-5.8	5.5	1.1	4.8	0.7	-4.8
CC(=O)O[C@]1(c2ccccc2)CCN(C)[C@H]2CCCC[C@@H]21	1775	-2.9	1	3.9	-9.2	12.9	1.1	-9.3	-1.2	3.9
Cc1ccccc1NC1=NCCCS1	1652	3.8	1.1	-1.7	16.1	3.7	0.8	-16.1	-6.7	2.8
CCCCCc1nc2ccccc2c(=O)n1-c1ccc(Cl)cc1[N+](=O)[O-]	1653	-3.5	1	-3.3	0.2	2.5	1	-7.0	0.8	-1.7
CCC(=O)N1CC(=O)Nc2ccc(Br)cc2C1c1ccccc1 (stereo unspecified)	1482	1.6	1	5.0	-9.9	3.4	1.1	-0.9	-3.2	1.2
Fc1ccc(CNCCc2ccccc2)cc1	1700	-2.7	1	3.5	7.7	2.7	0.9	3.9	-1.6	2.8
C=CCC1C(=O)NC(=S)NC1=O	1333	3.0	1	-1.2	-5.5	-6.6	1.1	0.3	-0.6	-6.4
COc1ccccc1CCNCc1ccc(OC)c(OC)c1OC	1407	-7.5	1.1	4.7	-12.2	-2.7	1.1	-5.9	-8.5	4.1
CC(=O)Nc1ccccc1C(=O)OCC(=O)c1ccc2c(c1)OCCO2	1539	-2.5	1	-1.4	-11.4	-2.0	1.1	-9.6	1.9	0.0
Cc1ccc(OCC(=O)NCCN2CCN(C(=O)COc3ccc(C)cc3)CC2)cc1	1469	-2.3	1.1	-4.9	2.0	-5.4	1	-0.5	-7.4	-1.2
CSc1ncc(/C=C2/C(=O)NC(=O)N(c3ccc(Cl)cc3)C2=O)cn1	1567	-3.6	1.1	5.6	14.1	8.0	0.9	-12.1	-6.3	5.5
CC1=NN(c2ccccc2)C(=O)C1/C=C1\C(=O)NC(=O)N(c2cc(C)cc(C)c2)C1=O (stereo unspecified)	1523	-6.6	0.8	0.4	-48.9	2.1	1.5	6.4	18.8	2.6
